CHT PAM = CHT positive allosteric modulators, primary screen, cell-based, membrane potential dye, choline EC20 | High affinity choline transporter 1 (Homo sapiens), Q9GZV3 | CHT-expressing cells; hits give high values; LV-AA mutant CHT in HEK293 cells | B-score at 10 µM | 0.49% of 310,000 active | AID 488977, 2010;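 active = initial fluorescence not abnormally high and integrated response B-score, plate-corrected, over 3 SD above library mean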
Target sequence (Q9GZV3 whole entry, looked up): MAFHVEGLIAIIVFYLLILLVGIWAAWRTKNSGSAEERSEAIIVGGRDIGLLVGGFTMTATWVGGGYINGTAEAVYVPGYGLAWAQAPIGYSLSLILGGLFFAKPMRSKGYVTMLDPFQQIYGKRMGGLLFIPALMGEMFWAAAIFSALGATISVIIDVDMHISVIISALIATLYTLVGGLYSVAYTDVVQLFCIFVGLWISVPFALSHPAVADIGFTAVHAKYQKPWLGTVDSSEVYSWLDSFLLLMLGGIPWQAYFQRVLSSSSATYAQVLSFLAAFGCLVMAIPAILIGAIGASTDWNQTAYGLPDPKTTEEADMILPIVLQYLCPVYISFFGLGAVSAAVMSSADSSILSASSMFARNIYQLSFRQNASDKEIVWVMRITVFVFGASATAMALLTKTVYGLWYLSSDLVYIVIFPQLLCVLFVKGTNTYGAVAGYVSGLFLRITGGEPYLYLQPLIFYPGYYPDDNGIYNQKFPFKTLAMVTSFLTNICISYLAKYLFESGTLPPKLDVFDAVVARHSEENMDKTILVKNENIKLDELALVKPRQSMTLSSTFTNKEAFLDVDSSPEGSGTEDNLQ
OX1R antag-1 = antagonists of human orexin 1 receptor (OX1R). Orexin/Hypocretin receptor type 1 (Homo sapiens), O43613. OX1R-expressing cells, FRET antagonist read-out. inhibition, % at 6.6 µM. 1.8% of 330,000 active. AID 485270, 2010; in the data active = inhibition mostly above about 38%, no sharp cut-off; inactive = mostly below about 40%;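 note: 0% = agonist challenge alone and 100% = reference antagonist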
Target sequence (O43613 whole entry, looked up): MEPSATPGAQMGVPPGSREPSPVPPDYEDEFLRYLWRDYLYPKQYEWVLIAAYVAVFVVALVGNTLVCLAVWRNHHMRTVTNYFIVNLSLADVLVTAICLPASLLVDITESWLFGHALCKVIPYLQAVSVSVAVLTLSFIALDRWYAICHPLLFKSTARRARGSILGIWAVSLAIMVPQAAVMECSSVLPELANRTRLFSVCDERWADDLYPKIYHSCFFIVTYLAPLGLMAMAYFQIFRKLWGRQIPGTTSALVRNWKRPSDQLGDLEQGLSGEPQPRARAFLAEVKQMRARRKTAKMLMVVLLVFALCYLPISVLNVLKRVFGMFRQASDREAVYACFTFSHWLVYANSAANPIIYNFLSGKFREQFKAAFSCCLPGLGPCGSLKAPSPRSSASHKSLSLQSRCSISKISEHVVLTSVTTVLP
OX1R antag-2 = OX1R (HCRTR1) antagonists, primary screen, fluorescence, CHO/OX1R cells, Fluo-8 calcium, orexin A | AID 434989, 2010 | 0.43% of 330,000 active | inhibition, % at 5 µM | Orexin/Hypocretin receptor type 1 (Homo sapiens), O43613 | Fluo-8 calcium fluorescence;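 active = inhibition above its plate's threshold, mean inhibition of all tested compounds on the plate plus 3 SD, cut at about 37% in these data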;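 note: 0% = orexin A challenge wells and 100% = SB-334867-A antagonist wells; not every result past the cut was called active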
An asterisk follows results filed as active; i = inactive; nt = no result given. No enrichment for hits; 2.5% or so of the library scored in one or more.

SMILES	CHT PAM	OX1R antag-1	OX1R antag-2
COc1nc(NCCc2ccc(OC)c(OC)c2)nc(OC)n1	i	8	-13
CCOC(CNC(=O)C(=O)Nc1cc2c3c(c1)CCN3C(=O)CC2)OCC	i	14	-8
COc1ccc(CN(CC(=O)NC2CCCC2)C(=O)CCC(=O)Nc2nc(C)cs2)cc1	i	7	-2
C=CCS(=O)(=O)N1CCCC(N2CCN(c3ccccc3OC)CC2)C1 (centres undefined)	i	5	-29
COC(=O)c1sc(NC(=O)/C=C/c2ccccc2Cl)nc1C	i	25	-5
Cc1ccc(-c2csc(NC(=O)CSc3nc4ccccc4o3)n2)cc1	i	30	-22
CN(C)C(=O)CSc1nc2ccccc2n1CC(=O)N1CCN(c2ccccc2)CC1	i	12	-29
Cc1nn(C(=O)C2CC2)c(C)c1Sc1ccc(Cl)cc1	i	28	-4
CCOc1cc(/C=C2\CN(C)C/C(=C\c3ccc(O)c(OCC)c3)C2=O)ccc1O	i	-9	-30
COc1ccccc1C(=O)NNC(=O)c1ccccc1[N+](=O)[O-]	i	25	-4
Nc1c(-c2ccc(Cl)cc2)cnn1-c1cc(C(F)(F)F)cc(C(F)(F)F)c1	i	6	-4
COc1cc(-c2nnc(SCC(=O)c3cc(C)n(CC4CCCO4)c3C)o2)cc(OC)c1OC (centres undefined)	i	11	-29
COc1cc(-c2nnc(SCC(=O)Nc3ccc(C(=O)O)cc3)o2)cc(OC)c1OC	nt	7	4
CN(CC(=O)Nc1ccccc1Cl)C(=O)CN1C(=O)NC(c2ccccc2)(c2ccccc2)C1=O	nt	6	-3
Cc1ccc(C2=NCCn3c2c2ccccc2[n+]3[O-])cc1	i	37	-3
Cn1cc(CNC(=O)c2cc(COc3ccc4c(c3)CCCC4)on2)cn1	i	2	-17
O=C(O)COc1ccc(-c2nccc(-c3cccs3)n2)cc1	i	22	-10
O=C(CN1C(=O)c2ccccc2S1(=O)=O)N1CCN(c2ccc(F)cc2)CC1	i	14	-16
CCCCCCCCCCCC1=C(O)C(=O)C=C(O)C1=O	i	15	-8
CCOC(=O)COc1ccc2nsnc2c1	i	35	-10
COCCN(C(=S)Nc1c(C)cc(C)cc1C)C(C)c1cccs1 (centres undefined)	i	31	-12
COc1cc(OC)cc(C(=O)OCCNC(=O)Cn2cnc3c2c(=O)n(C)c(=O)n3C)c1	i	11	-12
CC(O)Cc1cn(CC(=O)N2CCNCC2)nn1 (centres undefined)	i	23	1
CCc1nnc(NC(=O)c2ccc(NC(=O)C(C)C)cc2)s1	i	21	-21
C=C(C)C(C)(C#CCN1CCCC1)OC(C)=O (centres undefined)	i	9	-2
CC(C)OC(=O)c1cc(NC(=O)c2nn(C)cc2Br)cc(C(=O)OC(C)C)c1	i	2	-24
Cc1cc(C(=O)N2CCN(c3ccc([N+](=O)[O-])cc3)CC2)c(C)o1	i	31	4
Cc1ccc(S(=O)(=O)NCCOc2nc(N(C)C)nc(N(C)C)n2)cc1	i	90*	11
CCOC(=O)CSc1c(-c2ccccc2)c2cc(Cl)ccc2[nH]c1=O	i	16	-35
CC(C)c1ccc(C(=O)OCC(=O)c2c(N)n(C)c(=O)n(C)c2=O)cc1	nt	18	-3
CCCC1=Nc2cc(C(=O)NCCCOCC)ccc2Sc2ccccc21	i	29	12
Cc1c(Br)cc(C(=O)N2CCN(CCO)CC2)c(C)c1C	i	3	-11
O=C(NCc1cccnc1)c1ccc(S(=O)(=O)N2CCCCCC2)cc1	i	25	-1
COc1ccc(N(CC(=O)N/N=C/c2cccc3c2OCCO3)S(=O)(=O)c2ccc(NC(C)=O)cc2)cc1	i	44	-17
CCCc1cc(=O)[nH]c(SCC(=O)N2c3ccccc3NC(=O)C2(C)C)n1	nt	1	-2
Cc1ccsc1C(=O)OCC(=O)c1ccc[nH]1	nt	3	-14
Cc1cc(C(=O)CSc2ccc(F)cc2)cc(C)c1OC(=S)N(C)C	i	24	-14
CCOc1ccc(NC(=O)Nc2cc(C)ccc2OC)cc1	i	26	-12
Cn1cnnc1Sc1ccc(/C=C(\CC(=O)O)c2nc3ccccc3s2)cc1[N+](=O)[O-]	i	52	-1
COc1cccc(CSc2nc3nc(C)cc(C)n3n2)c1	i	-12	-8
CN(C)c1ccc(/C=N/NC(=O)c2nnn(-c3nonc3N)c2CN2CCCCCC2)cc1	i	11	1
COCc1c(C(=O)OCC(=O)c2ccc[nH]2)oc2ccccc12	nt	18	-17
N#CCSc1nc2ccccc2c(=O)n1CCC(=O)NC1CCCCC1	i	7	-15
CCOC(=O)C1=C(CNCCOc2ccc(OC)cc2)NC(=O)NC1c1ccc2c(c1)OCO2 (centres undefined)	i	10	-33
Cc1c(C(=O)N(C)CC(=O)Nc2cccc(F)c2)oc2c(Cl)cccc12	i	25	-36
CCc1ccc2oc(=O)cc(CN(C)Cc3ccccc3)c2c1	i	23	-31
O=C(NCCc1cn2ccccc2n1)C1CCCCC1	i	3	-3
COc1ccc(S(=O)(=O)NCCSCc2cccc(C)c2)cc1Br	i	10	-23
Cc1cc(Cl)ccc1NC(=O)c1ccc2c(c1)OCO2	i	-4	-7
COc1cc(OC)c(C(=O)COc2ncnc3ccccc23)c(OC)c1	i	18	-38
Cc1ccc(C(=O)Cn2nc(C)c([N+](=O)[O-])c2C)c(C)c1	i	6	-13
O=C(Nc1ccc(Cl)cc1)OCc1cc(-c2ccccc2Cl)on1	i	9	-12
Cc1cc(C)nc(SCCn2c(N3CCCCC3)nc3c2c(=O)n(C)c(=O)n3C)n1	i	16	-33
Cc1cccc(N2CCN(Cc3nc(C4CC4)no3)CC2)n1	i	17	-12
CC(=O)c1ccc(N2CCN(S(=O)(=O)c3c(C(=O)N4CCCC4)c(C)n(C)c3C)CC2)cc1	i	1	-16
CCOC(=O)N1CCC(NC(=O)c2ccc(CS(=O)(=O)c3c(Cl)cccc3Cl)o2)CC1	i	6	-16
COc1ccc(CCNc2ccc(S(=O)(=O)N3CCN(C)CC3)cc2[N+](=O)[O-])cc1	i	29	-25
CN1CCc2cc(O)c(O)cc2C(c2ccccc2)C1 (centres undefined)	i	15	-1
CCN(CC)C(=O)CSc1nc(O)cc(=O)n1C	i	5	-16
CCOC(=O)C1CCN(C(=O)CCc2c(C)nc3c(-c4ccc(F)cc4)c(C)nn3c2C)CC1	i	2	-17

Next section.
SMILES	CHT PAM	OX1R antag-1	OX1R antag-2
Cc1cccc(CSCCNC(=O)c2ccc(N(C)S(=O)(=O)c3ccccc3)cc2)c1	i	21	-5
Cc1ccc(-c2c[n+](CC(=O)Nc3ccccc3C)c3n2CCC3)cc1	i	20	-11
Cc1ccc([N+](=O)[O-])cc1NC(=S)NC(=O)C(C)(C)C	i	14	-20
Cc1nc2ccccc2n1S(=O)(=O)c1cc(C(=O)O)ccc1Cl	i	0	-11
CCCCc1nc(SCC(=O)N2CCCCC2)c2c(=O)n(C)c(=O)n(C)c2n1	i	7	-39
CCOc1ccc(NS(=O)(=O)c2cc(C)c(C)cc2C)cc1	i	-1	-33
CN(C)C1(CNC(=O)c2cccc(S(=O)(=O)Nc3ccc(Br)cc3)c2)CCCCC1	i	16	-28
Nc1cc(-c2nc3ncccc3o2)ccc1Cl	i	16	-18
O=[N+]([O-])c1ccc(Cl)c(CN2CCN(c3ncccn3)CC2)c1	i	23	-21
Cc1noc(C)c1C(=O)NCc1cccs1	i	2	-1
Cn1c(=O)[nH]c(=O)c2c1nc(SCCC(=O)O)n2Cc1cccc(Br)c1	i	-4	-3
O=C(CN1C(=O)NC2(CCCC2)C1=O)Nc1ccc(F)c(F)c1F	i	5	-14
O=C(NCC1CCCO1)c1ccc(-c2cccc(C(F)(F)F)c2)o1 (centres undefined)	i	8	-9
Cn1c(SCc2cc(=O)[nH]c3ccccc23)nnc1-c1ccc(Br)cc1	i	14	-41
Cc1ccc(S(=O)(=O)N2CCCC(C(=O)NCc3ccccc3F)C2)cc1 (centres undefined)	i	14	-16
COC(=O)c1c(C)[nH]c(C(=O)OCC(=O)N(CC(C)C)c2c(N)n(Cc3ccccc3)c(=O)[nH]c2=O)c1C	i	16	-27
Cn1c(=O)oc2cc(S(=O)(=O)N3CCC4(CC3)OCCO4)ccc21	i	10	6
Cc1ccc(S(=O)(=O)N(C)C)cc1NC(=O)Nc1ccccc1	i	11	-22
CSCCC(NC(=O)c1ccco1)C(=O)Nc1cc(C)ccn1 (centres undefined)	i	19	-10
COc1ccccc1-c1nnc(SCC(=O)Nc2ccc3[nH]c(=O)[nH]c3c2)n1N	i	11	-16
Cc1cc(C)c(S(=O)(=O)N2CCCC(C(=O)N3CCOCC3)C2)c(C)c1 (centres undefined)	i	18	-21
COc1ccc(-c2csc(Cc3nnc4n3CCCCC4)n2)cc1	i	3	-25
COC(=O)C(=C/C(C)=C/c1cccnc1)C(=O)OC	i	12	-6
CC(C)c1ccc(NC(=O)C2CCN(S(C)(=O)=O)CC2)cc1	i	15	-9
CC12CN(C(=S)Nc3ccccc3)CC(C)(CN(C(=S)Nc3ccccc3)C1)C2=O	i	15	-25
Cc1cc(C)n(/N=C/c2ccco2)c(=O)c1C#N	i	14	0
COc1ccc(NC(=O)c2cccs2)c([N+](=O)[O-])c1	i	52	-14
CCOC(=O)CSc1nnc(Cn2nnc3ccccc32)n1-c1ccc(F)cc1	i	3	-11
Cc1cc(OCCCCCNCCO)cc(C)c1Cl	i	3	3
COc1ccc(C(=O)N2CCN(C(C)=O)CC2)cc1S(=O)(=O)NCc1ccc(Cl)cc1	i	7	-6

Single records, as listed above. Screens in order: CHT PAM, OX1R antag-1, OX1R antag-2
CCCc1cc(=O)[nH]c(SCC(=O)N2c3ccccc3NC(=O)C2(C)C)n1 is listed as nt, 1, -2
CCOC(=O)C1=C(CNCCOc2ccc(OC)cc2)NC(=O)NC1c1ccc2c(c1)OCO2 (centres undefined) is listed as i, 10, -33

OX1R antag-1: what is marked active above
structure | OX1R antag-1 | OX1R antag-2
Cc1ccc(S(=O)(=O)NCCOc2nc(N(C)C)nc(N(C)C)n2)cc1 | 90* | 11

Later entries
SMILES	CHT PAM	OX1R antag-1	OX1R antag-2
Cc1ccc(OCC(=O)NCCO)c(Br)c1	i	3	4
CCOC(=O)N1CCC(NC(=O)C2CCN(S(=O)(=O)N3CCCC3)CC2)CC1	i	-8	-10
Cc1cccc(OCC(=O)OC(C)C(=O)Nc2ccc(Cl)cn2)c1 (centres undefined)	i	20	-16
NCCCn1c(C(=O)c2cc(Cl)c(N)c(Cl)c2)c2ccccc2[n+]1[O-]	i	26	-23
CCOc1ccc(NC(=O)CSc2nnc(Cc3cccn3C)n2-c2ccc(F)cc2)cc1	i	20	-9
O=c1[nH]c(SCCOc2ccccc2)nc2ccccc12	i	17	-10
CC(C#CCN1CCCCC1)OCCOCc1ccccc1 (centres undefined)	i	-3	-28
Cc1nc(N)sc1N=Nc1c(C)n(C)n(-c2ccccc2)c1=O	i	18	-5
CCOC(=O)c1c(-c2ccccc2)oc2ccc(OCC(O)CN(C)C)cc12 (centres undefined)	i	19	-29
CCCCOc1ccc(C(=O)NCC(=O)NCC(c2ccc(F)cc2)N2CCOCC2)cc1 (centres undefined)	i	6	-9
CCC(C)(C(=O)NC1CCCC1)N(C(=O)c1ccccn1)c1ccccc1 (centres undefined)	i	14	-15
OCC1(Cc2ccc(Cl)cc2)CCN(Cc2ccc3nsnc3c2)CC1	i	45	-6
COc1ccc(Cl)cc1NC(=S)NCCO	i	6	-6
COc1cc(/C=N/NC(=O)c2cc(-c3ccc4c(c3)OCO4)n[nH]2)ccc1O	i	25	-21
Cc1ccc(Sc2cnn(-c3ccccc3)c(=O)c2Cl)cc1	i	26	-19

Reformatted: results already given
| mol | CHT PAM | OX1R antag-1 | OX1R antag-2 |
| --- | --- | --- | --- |
| COc1ccc(CN(CC(=O)NC2CCCC2)C(=O)CCC(=O)Nc2nc(C)cs2)cc1 | i | 7 | -2 |
| C=CCS(=O)(=O)N1CCCC(N2CCN(c3ccccc3OC)CC2)C1 (centres undefined) | i | 5 | -29 |
| COC(=O)c1sc(NC(=O)/C=C/c2ccccc2Cl)nc1C | i | 25 | -5 |
| Cc1ccc(-c2csc(NC(=O)CSc3nc4ccccc4o3)n2)cc1 | i | 30 | -22 |
| CN(C)C(=O)CSc1nc2ccccc2n1CC(=O)N1CCN(c2ccccc2)CC1 | i | 12 | -29 |
| Cc1nn(C(=O)C2CC2)c(C)c1Sc1ccc(Cl)cc1 | i | 28 | -4 |

Next part
SMILES	CHT PAM	OX1R antag-1	OX1R antag-2
CC(=O)CCC(=O)N1CCC(n2nccc2NC(=O)c2ccccc2C)CC1	i	10	-20
COc1ccc(-c2cc(N3CCCC3)n3ncnc3n2)cc1	i	19	-29
CS(=O)(=O)N1CCN(c2ccccc2NC(=O)c2cccs2)CC1	i	18	-28
Cc1cc(N2CCCC2)ccc1/C=C1\NC(=S)N(C)C1=O	i	31	48*
CCOC(=O)N1N=C(c2ccc(OC)cc2)CC1(O)C(F)(F)F (centres undefined)	i	9	-23
COc1ccc([C@H]2CC(=O)C=C(c3cc(C)ccc3F)C2)cc1	nt	2	-18
O=C(NCc1ccccc1Cl)C(=O)NCC1OCCN1S(=O)(=O)c1ccc(F)cc1 (centres undefined)	i	19	-8
CCOc1cc2[nH]c(=S)n(CC3CCCN3CC)c(=O)c2cc1OCC (centres undefined)	i	10	-21
CC(C)(C)NC(=O)Cn1c(SCC(=O)NC2CCCCC2)nc2ccccc21	i	23	-21
COc1ccc(C(=O)N/N=C/c2ccc(OC)c(CN3CCc4cc(OC)c(OC)cc4C3C)c2)cc1 (centres undefined)	i	8	-31
CC(=O)Oc1ccc(N(C(C)=O)S(=O)(=O)c2ccc3ccccc3c2)cc1	i	-5	-1
CCC1=Nc2cc(C(=O)NCc3ccco3)ccc2Sc2ccc(C)cc21	i	6	-20
